Assay outcomes: PubChem, National Center for Advancing Translational Sciences (NCATS)
PI5P4Ka inh = qHTS for Inhibitors of phosphatidylinositol 5-phosphate 4-kinase (PI5P4K); 330,000 tested, 1.2% active; max response, %; PI5P4Kalpha enzyme, ADP-Glo luminescence, 60 min; hits give low values; Phosphatidylinositol 5-phosphate 4-kinase type-2 alpha (Homo sapiens), P48426; active means max response of -50% or lower; inconclusive means between -30% and -50%; inactive means -30% or higher; further: value at the top dose of about 77 µM; on the % scale 0 is the no-effect control and ±100 the full control effect
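ADP-Glo luminescence end-point read after a 60 min room-temperature kinase reaction of PI5P4Kalpha plus substrate, initiated with ATP at 5 microM final. Buffer: 0.038 M HEPES pH 7.4, EGTA, 0.1% CHAPS, 5% DMSO.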
EPAC2 antagonist = qHTS for Antagonist of cAMP-regulated guanine nucleotide exchange factor 2 (EPAC2): primary screen. Rap guanine nucleotide exchange factor 4 (Homo sapiens), Q8WZA2. AID 720708, 2013. EPAC2 GEF exchange of Rap1B-BODIPY-GDP, fluorescence. 360,000 tested, 0.18% active. Potency, µM (doses to about 114 µM), for inactives: at the top dose activity, negative = inhibition, hits mostly inhibitors; further: potency means the concentration at half of the fitted maximal effect; on the % scale 0 is the no-effect control and ±100 the full control effect; nearly all actives have a fitted effect of over 45% in size; many of its hits are not listed in these tables
EPAC1 antagonist = qHTS for Antagonist of cAMP-regulated guanine nucleotide exchange factor 3 (EPAC1): primary screen; Rap guanine nucleotide exchange factor 3 (Homo sapiens), O95398; EPAC1 GEF assay, Rap1b-BODIPY-GDP exchange fluorescence; Potency, µM (top dose mostly 115 µM), without a hit: at the top dose activity change, negative = inhibition, hits mostly inhibitors; 360,000 tested, 0.14% active;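 further: potency means the concentration at half of the fitted maximal effect; plate controls were vehicle for no effect and positive control for full effect; nearly all actives have a fitted effect of over 50% in size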
PLK1 PBD block = qHTS for Inhibitors of PLK1-PDB (polo-like kinase 1 - polo-box domain): Primary Screen. Serine/threonine-protein kinase PLK1 (Homo sapiens), P53350. Plk1 PBD binding of FITC phosphopeptide, fluorescence polarization. Potency, µM, for the others: max response, negative = inhibition, hits mostly inhibitors. 360,000 tested, 2.8% active. AID 720504, 2013; further: potency means the concentration at half of the fitted maximal effect; series mostly up to about 57 µM; on the % scale 0 is the no-effect control and ±100 the full control effect; nearly all actives have a fitted effect of over 65% in size
WRN inhibitor = qHTS for Inhibitors of WRN Helicase | Potency, µM (series often up to 114 µM), for the others: at the top dose activity change, negative = inhibition, hits mostly inhibitors | AID 651768, 2012 | Bifunctional 3'-5' exonuclease/ATP-dependent helicase WRN (Homo sapiens), Q14191 | 360,000 tested, 0.46% active | WRN helicase unwinding, fluorescent forked duplex, kinetic; further: potency means the concentration at half of the fitted maximal effect; on the % scale 0 is the no-effect control and ±100 the full control effect; nearly all actives have a fitted effect of over 55% in size
Target sequence (Q14191 whole entry, looked up): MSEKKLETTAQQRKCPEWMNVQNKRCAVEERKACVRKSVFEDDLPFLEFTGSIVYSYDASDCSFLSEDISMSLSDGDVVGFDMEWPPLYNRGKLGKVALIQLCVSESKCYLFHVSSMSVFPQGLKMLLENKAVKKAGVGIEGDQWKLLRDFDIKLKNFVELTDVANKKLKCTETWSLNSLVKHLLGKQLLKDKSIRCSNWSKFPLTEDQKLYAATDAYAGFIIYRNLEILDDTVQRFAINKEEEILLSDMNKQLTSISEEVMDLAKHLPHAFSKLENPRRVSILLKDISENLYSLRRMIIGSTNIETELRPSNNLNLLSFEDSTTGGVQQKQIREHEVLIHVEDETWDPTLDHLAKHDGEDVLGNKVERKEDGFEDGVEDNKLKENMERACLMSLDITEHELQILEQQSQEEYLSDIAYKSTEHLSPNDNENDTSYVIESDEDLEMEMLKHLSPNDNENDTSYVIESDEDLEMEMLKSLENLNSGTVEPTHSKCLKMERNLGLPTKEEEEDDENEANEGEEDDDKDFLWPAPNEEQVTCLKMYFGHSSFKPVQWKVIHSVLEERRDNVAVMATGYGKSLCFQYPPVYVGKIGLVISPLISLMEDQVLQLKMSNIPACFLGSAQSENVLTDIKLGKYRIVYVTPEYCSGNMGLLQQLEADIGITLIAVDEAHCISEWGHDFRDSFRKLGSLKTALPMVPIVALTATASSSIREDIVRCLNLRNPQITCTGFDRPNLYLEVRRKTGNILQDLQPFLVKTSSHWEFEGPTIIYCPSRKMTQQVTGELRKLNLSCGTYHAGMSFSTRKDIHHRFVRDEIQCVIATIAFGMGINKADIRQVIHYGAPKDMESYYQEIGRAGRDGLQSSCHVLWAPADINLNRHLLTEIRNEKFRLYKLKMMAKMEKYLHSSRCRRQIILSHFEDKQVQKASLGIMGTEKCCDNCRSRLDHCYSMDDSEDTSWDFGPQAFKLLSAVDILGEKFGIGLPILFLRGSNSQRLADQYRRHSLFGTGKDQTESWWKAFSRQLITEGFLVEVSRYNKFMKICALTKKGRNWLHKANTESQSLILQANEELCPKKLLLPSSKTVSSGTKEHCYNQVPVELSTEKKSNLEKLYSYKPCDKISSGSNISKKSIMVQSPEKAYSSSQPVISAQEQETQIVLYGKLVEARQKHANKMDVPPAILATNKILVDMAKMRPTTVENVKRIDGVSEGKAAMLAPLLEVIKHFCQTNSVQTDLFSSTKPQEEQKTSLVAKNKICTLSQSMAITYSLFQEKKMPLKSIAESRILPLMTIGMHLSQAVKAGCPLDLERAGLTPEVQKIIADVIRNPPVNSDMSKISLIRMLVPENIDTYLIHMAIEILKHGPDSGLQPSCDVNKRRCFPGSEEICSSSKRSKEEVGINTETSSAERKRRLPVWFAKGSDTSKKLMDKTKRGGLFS
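Primary qHTS, 1536-well format. 20 nM WRN + compound, 15 min RT; start with 100 nM forked fluorophore/quencher duplex, 2 mM ATP (final); kinetic read ex 525/em 598 nm.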
CCT chaperon mod = High-Throughput Screening for Modulators of Cytosolic Chaperonin Activity | purified chaperonin ATPase assay, HTRF ADP detection, 30 min | activity change, % (no concentration beside the values), hits read low | 360,000 tested, 0.3% active; in the data active means activity change below about -30%; further: on the % scale 0 is the no-effect control and ±100 the full control effect
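Nucleotide hydrolysis assay: TRiC at 20–40 nM final (set by batch activity) with 10 uM ATP, 30 min at 37 °C, in presence of 76 uM compound. Detection by competitive ADP HTRF, 30 min ambient.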
MmCpn inh = Inhibitors of TCP-1 ring complex (TRiC) of Methanococcus maripaludis (MmCpn): qHTS | AID 504842, 2011 | purified Mm-Cpn ATPase, ADP Transcreener TR-FRET | 330,000 tested, 0.031% active | Potency, µM (top dose mostly 76.9 µM), without a hit: top-dose activity, negative = inhibition, actives largely listed as inhibitors; further: potency means the concentration at half of the fitted maximal effect; on the % scale 0 is the no-effect control and ±100 the full control effect; nearly all actives have a fitted effect of over 80% in size
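ATP (10 uM final) was added to archaeal chaperonin (25 nM final) after 10 min exposure to test compound at 37°C; after 30 min further incubation, ADP was detected by competitive TR-FRET.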
EPAC1 ag = qHTS for Agonist of cAMP-regulated guanine nucleotide exchange factor 3 (EPAC1): primary screen | Potency, µM (doses to about 154 µM), for the others: at the top dose activation, actives largely listed as activators | Rap guanine nucleotide exchange factor 3 (Homo sapiens), O95398 | AID 720707, 2013 | 360,000 tested, 0.073% active | EPAC1 agonist qHTS, biochemical assay; response scale: 100% = response to 6.5 mM cAMP; further: potency means the concentration at half of the fitted maximal effect; nearly all actives have a fitted effect of over 60% in size
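Fluorescent GDP-exchange assay: 100 nM EPAC1 with 250 nM Rap1B preloaded with BODIPY-GDP and 50 uM GDP; compounds tested as concentration series, 5 min at room temperature, then read every 5 min for 30 min (ex 480/em 540 nm); normalized to 6.5 mM cAMP.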
* marks the source's active call; other numbers are inactive results; ? = inconclusive; / = not tested or not shown; [ ] = dose if it differs, or a comment. Unless noted, the call rests on the fitted dose curve; in most records, active means well fitted curve in the direction sought with a large enough effect; inconclusive means small, poorly fitted or top-dose-only effect, or another doubt; inactive means no such curve, though single readings can be large; an effect the other way counts as inactive or inconclusive.

SMILES	PI5P4Ka inh	EPAC2 antagonist	EPAC1 antagonist	PLK1 PBD block	WRN inhibitor	CCT chaperon mod	MmCpn inh	EPAC1 ag
O=S(=O)(c1cccc2ccccc12)N1CCC2CC1c1cc(Cl)ccc12 (stereo not given)	14	-9%	-7%	-3%	-2%	-2.0	/	-6%
Cc1ccc(CNC(=O)CN2C(=O)NC3(CC(C)CC(C)(C)C3)C2=O)cc1 (stereo not given)	-3	3%	17%	3%	6%	1.1	-2%	-2%
CCCNC(=O)c1cccc(Cn2cc(Br)c([N+](=O)[O-])n2)c1	-2	12%	6%	6%	7%	-1.7	-3%	-5%
CC(NC(=O)c1ccccc1Cl)C(=O)O (stereo not given)	/	3%	11%	-9%	-5%	-11	0%	9%
O=C(NCCC(=O)N1CCNC1=O)OCc1ccccc1	/	4%	15%	-13%	0%	-2.3	0%	1%
COCCn1c(-c2ccccc2Cl)nc2c(c(=O)c3ccccc3n2C)c1=O	0	7%	3%	-2%	-2%[57.1 µM]	-0.7	-1%	-1%
COc1cccc(CN(C)S(=O)(=O)c2ccc3c(c2)OCCO3)c1	9	-1%	-5%	-12%	2%	-6.9	1%	14%
Cn1c(SCC(=O)N2CCOCC2)nnc1-c1cccc(NC(=O)c2ccccc2F)c1	/	-2%	5%	-9%	-5%	-1.9	1%	1%
CCN1CCN(C(=O)C2CCC(=O)N(Cc3cccc(C(F)(F)F)c3)C2)CC1 (stereo not given)	0	-1%	-12%	-7%	-24%	-1.6	3%	-24%
O=C(CSc1nnc(COc2ccc(Cl)cc2)o1)N1CCCC1	5	9%	6%	-13%	12%	2.3	1%	-10%
COCCn1nnnc1C(c1ccc(OC)cc1)N1CCN(C(=O)c2ccco2)CC1 (stereo not given)	-7	0%	-7%	-8%	6%	-0.1	-2%	7%
O=C(c1cccc(F)c1)N1CCN(Cc2cccc(Br)c2)CC1	-8	7%	1%	1%	2%	0.1	0%	-1%
Nc1cc(S(=O)(=O)N2CCCCC2)ccc1N1CCCCC1	7	0%	-15%	-1%	-1%	-4.7	1%	5%
Nc1cc(=O)[nH]c(SC/C=C/c2ccccc2)n1	-10	3%	-5%	-2%	-15%	-0.7	-3%	6%
COc1ccc2[nH]c3c(=O)n(CCCCC(=O)NCCC(C)C)c(=S)[nH]c3c2c1	-30	5%	?	12µM*	-4%	-3.0	3%	-14%
Nc1cccc(C(=O)Nc2ccc(N)cc2Cl)c1	/	1%	5%	-13%	-3%	-2.4	0%	8%
CCN1C(=O)c2ccc(C(=O)NCc3ccccc3)cc2C1=O	5	0%	10%	-6%	-6%	1.4	-1%	0%
O=C(OCC(=O)N1CCN(c2ccccc2)CC1)c1ccc([N+](=O)[O-])s1	5	4%	-16%	-8%	31%	-1.1	-2%	0%
COc1ccc(-c2nc3n(c(=O)c2C#N)CCCS3)cc1	6	-9%	-12%	-7%	-7%	0.1	-15%	2%
COC(=O)c1ccc(OC)c(-c2c(OC)cc(OC)cc2OC)c1	4	-8%	1%	-4%	1%	1.1	1%	-8%
C[C@H](NC(=O)[C@@H]1CCCN1C(=O)[C@@H]1CCCN1C(=O)c1cccc(Cl)c1)c1ccccc1	-1	0%	2%	0%	-7%	2.8	/	2%
O=C(N/N=C/c1c(O)ccc2ccccc12)c1ccc[n+](CCO)c1	-1	-4%	-13%	4%	2%	1.8	-5%	-1%
CC1Nc2ccc(C(=O)NC3CCCCC3)cc2NC1=O (stereo not given)	-17	7%	3%	-9%	-6%	-3.5	-1%	-10%
NC(=O)c1c(NC(=O)c2cc3ccccc3o2)sc2c1CCC2	-56*	-3%	-5%	?	-13%[57.1 µM]	-2.1	-3%	-1%
Cc1ccc2c(CC(=O)NNC(=O)c3ccccc3)coc2c1	0	-6%	13%	-1%	-6%	-0.9	1%	-1%
COc1ccc(-n2c3c(cc(C(=O)N4CCN(CCO)CC4)c2=O)C(=O)CC(C)(C)C3)cc1	/	13%	2%	-7%	0%	5.0	0%	3%
CC(=O)Nc1nnc(-c2c(-c3ccccc3Cl)noc2C)o1	-2	6%	14%	3%	5%	-0.1	1%	-5%
Cc1ccc(-c2cn3c(n2)SCC3)cc1	-3	-7%	-2%	?	-28%[57.1 µM]	-0.2	-6%	14%
CCN1CCN(CC(=O)NC2CCCC2)C(=O)C1=O	3	-1%	-10%	-8%	-2%	-0.3	4%	1%
Cc1ccc(-c2onc3ccc(C4OCCO4)cc23)cc1	-2	-10%	7%	26%	-3%	-1.7	-3%	-3%
CS(=O)(=O)N1CCN(c2cccc(Cl)n2)CC1	3	0%	-12%	-1%	1%	-1.6	-1%	0%
C=CCn1cc(C(=O)OC)c(=O)c2cc(S(=O)(=O)N3CCC(C)CC3)ccc21	/	-7%	8%	-10%	5%	-1.4	-2%	3%
Clc1ccc(-c2cnc3n2CCCCC3)cc1	3	-8%	14%	-18%	-6%	0.0	-1%	-5%
OCCNCc1cc(Br)ccc1OCc1ccc(Cl)cc1Cl	4	-4%	3%	-5%	8%	0.3	3%	3%
S=C(c1ccc(Br)cc1)N1CCCC1	0	-9%	1%	?	0%	-0.1	1%	2%
C/C(CCc1ccco1)=N/NC(=O)CCC(=O)Nc1ccc(Br)cc1	-9	0%	-10%	-2%	-2%	1.2	-3%	-8%

Reprinted at random: 2 compounds from above
SMILES	PI5P4Ka inh	EPAC2 antagonist	EPAC1 antagonist	PLK1 PBD block	WRN inhibitor	CCT chaperon mod	MmCpn inh	EPAC1 ag
CC(=O)Nc1nnc(-c2c(-c3ccccc3Cl)noc2C)o1	-2	6%	14%	3%	5%	-0.1	1%	-5%
C/C(CCc1ccco1)=N/NC(=O)CCC(=O)Nc1ccc(Br)cc1	-9	0%	-10%	-2%	-2%	1.2	-3%	-8%

Remaining list, next part.
SMILES	PI5P4Ka inh	EPAC2 antagonist	EPAC1 antagonist	PLK1 PBD block	WRN inhibitor	CCT chaperon mod	MmCpn inh	EPAC1 ag
Cc1ccc2oc(C(=O)Nc3ccc(S(=O)(=O)Nc4onc(C)c4C)cc3)cc(=O)c2c1	-1	-13%	8%	-13%	-11%	-3.6	-1%	18%
OCCC1CN(Cc2ccccc2-c2ccco2)CCN1C1CCCC1 (stereo not given)	1	4%	-8%	-9%	0%	-2.1	?	6%
COc1ccc(Cn2ccnc2SCC(=O)Nc2ccccc2)cc1	11	13%	17%	-8%	-27%	1.1	1%	0%
Nc1nc2c(F)cccc2s1	1	5%	-7%	2%	-13%	-4.1	0%	6%
O=S(=O)(NC1CCCc2ccccc21)c1cnc[nH]1 (stereo not given)	-2	-2%	-11%	-1%	-1%	0.6	0%	0%
CC1(C)Cc2c(sc3nc(C4CCCCC4)n(N)c(=O)c23)CO1	-8	1%	-2%	-12%	5%	-0.1	-1%	-6%
CCN(CC(=O)NCc1cccs1)S(=O)(=O)c1ccc(F)cc1	1	1%	-4%	-6%	-26%	-1.6	2%	-1%
CCN(Cc1ccccc1)C(=O)C1CCN(S(=O)(=O)c2ccc3c(c2)OCCO3)CC1	7	-8%	6%	1%	-2%	-0.6	1%	9%
CN(Cc1ccccc1)c1cc2c(c3c1ccn3C)C1CCC2O1 (stereo not given)	1	-21%	-14%	-20%	-14%	-0.5	/	10%
O=C1CCCCN1CCC(=O)N1CCCC(Nc2ccc(F)c(F)c2)C1 (stereo not given)	-2	5%	16%	-8%	1%	0.4	-13%	7%
CCCc1c(C(=O)NNc2ccc(C)cc2)cnn1-c1ccccc1	-3	-5%	10%	-2%	3%	-1.4	-1%	0%
COc1ccc(S(=O)(=O)N2CCOCC2)cc1NC(=O)Cc1coc2cc(C)c(C)cc12	2	-2%	-28%	-2%	-2%	-4.8	-3%	-4%
COc1cccc(/C(O)=C2/C(=O)C(=O)N(c3cc(C)on3)C2c2cccs2)c1 (stereo not given)	-11	11%	13%	-17%	-11%	1.4	-6%	-4%
Cc1c(NC(=O)C(C)OC(=O)c2cc(Cl)ccc2O)c(=O)n(-c2ccccc2)n1C (stereo not given)	-5	5%	9%	-2%	-10%	-0.6	2%	-10%
COc1cc(-c2cc(N3C(=O)Nc4ccccc4N3O)n[nH]2)cc(OC)c1OC	7	-22%	1%	-15%	-6%	-0.3	0%	3%
COCCOc1ccc(C(F)(F)F)cc1NC(=O)COC(=O)c1c(C)noc1C	13	11%	-2%	-8%	-14%	-3.5	?	-2%
Cc1ccc2nc(-c3ccc4c(c3)OCCO4)cc(C(=O)O)c2c1	?	5%	11%	-7%	0%	-1.2	-2%	8%
COc1ccc(Cl)cc1NC(=O)CNc1ccc(F)cc1C	1	-6%	0%	4%	-8%	-2.8	-1%	6%
CCOC1=C2[C@@H](CN(S(=O)(=O)c3ccc(C)cc3)[C@H]2c2ccc(Cl)cc2)[C@H]2C(=O)N(c3ccccc3)C(=O)[C@H]2C1	4	4%	-13%	1%	-3%	-0.4	/	-4%
COc1ccc2c(c1)O/C(=C\c1ccccc1O)C2=O	-2	0%	2%	-4%	-3%	-3.7	/	1%
Cc1ccc(S(=O)(=O)N2CCC(C(=O)OC(C)C(=O)NC(N)=O)CC2)cc1C (stereo not given)	6	-5%	3%	3%	-9%	1.2	1%	3%
CC(Sc1nnnn1C)C(=O)Nc1ccccc1 (stereo not given)	1	16%	4%	-8%	12%	2.1	-2%	-13%
COc1ccc(Cl)cc1NC(=O)CN1CCCC1	-5	-12%	-4%	0%	-3%	0.6	-1%	8%
CC(C)(C)C(=O)Nc1ccc(C(=O)OC2CCCCC2)cc1	/	-19%	-10%	-5%	-10%	0.7	1%	23%
Cc1ccc2c(CSc3nc4ccccc4c(=O)n3CCCO)cc(=O)oc2c1C	-1	2%	4%	-12%	-2%	-1.9	-1%	1%
CCCCN=C1NN=C(c2ccc3c(c2)OCCO3)CS1	-2	9%	-1%	-8%	-4%	-2.9	-2%	2%

A portion of the library, so the mix of outcomes need not match the whole.
